CF NFkB block = inhibitors of PAF-induced NF-kB signaling, primary screen, cell-based, GFP fluorescence, uHTS; KKLEB NF-kB-GFP reporter, GFP fluorescence overnight; hit rate 0.86% among 360,000; inhibition, % at 5 µM;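 active means at least 50% inhibition at 5 µM, scaled per plate between neutral and stimulator controls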;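 further: PAF is a Pseudomonas aeruginosa culture filtrate used as stimulus; plate controls were PAF-stimulated DMSO wells for no effect and unstimulated DMSO wells for full effect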
EBV LMP1 NFkB = EBV LMP1-driven NF-kappaB luciferase reporter inhibitors, primary screen, cell-based, luminescence, single point; LMP1-induced NF-kappaB luciferase reporter cells; inhibition, % at 12.5 µM; hit rate 0.69% among 350,000; AID 504558, 2011; in the data active means inhibition above about 41%;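 further: 0% = neutral control wells and 100% = reference inhibitor control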
Shn3 3UTR inh = reduction of Shn3 3'UTR firefly luciferase signal, primary screen, Schnurri-3 inhibitor project, cell-based, Clone20 osteoblasts, set 2; inhibition, % at 12.5 µM; hit rate 0.52% among 360,000; Clone20 osteoblast Shn3 3'UTR firefly luciferase, 24 h;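 active means mean inhibition of at least 75% with every replicate also reaching 75%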;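 further: 0% = median of neutral control wells and 100% = pilot-screen positive control compound; some compounds past the cut are filed as inactive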
Peg3 promoter = Peg3 promoter-driven luciferase inhibitors, primary screen, cell-based, HeLa, luciferase luminescence | HeLa PEG-Prom luciferase reporter, overnight | inhibition, % at 20 µM | hit rate 1.7% among 360,000 | AID 588405, 2011;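 active means inhibition of at least 50% at 20 µM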
MITF TRPM1 inh = inhibitors of MITF-dependent TRPM1 promoter reporter, primary screen, cell-based, SK-MEL-5, single point, luciferase | AID 488899, 2010 | inhibition, % at 12.5 µM | hit rate 0.83% among 330,000 | SK-MEL-5 TRPM1 promoter luciferase, 24 h;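 active means mean inhibition across replicates of 60% or more, whatever share of single replicates reaches that level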; further: values of inactives mirror those of a sister screen read the other way
KKLEB cytotox = cytotoxicity in KKLEB CF airway cells, primary screen, cytotoxicity control for CF NF-kB inhibitor project, cell-based, uHTS, fluorescence assay plates. activity change (cytotoxicity), % at 5 µM. hit rate 0.36% among 360,000. KKLEB CF airway cells viability, ATPlite luminescence, overnight; active compounds read low; cells stimulated with P. aeruginosa culture filtrate;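 active means corrected activity change at or below -50% at 5 µM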
NR2E3 ag-1 = inhibitors of NR2E3-RetCOR corepressor binding, primary screen, NR2E3 agonist project, biochemical, TR-FRET, GST-NR2E3, biotin-RetCOR. hit rate 0.12% among 320,000. Photoreceptor-specific nuclear receptor (Homo sapiens), Q9Y5X4. inhibition of corepressor binding, % at 4.78 µM. 1536-well. AID 2300, 2010;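 active means percent inhibition above the cutoff of mean plus 3 SD of all tested compounds, set per screening campaign, cut at about 20% in these data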;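 further: 0% = DMSO wells and 100% = biotin wells as full block of FRET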
Target sequence (Q9Y5X4 whole entry, looked up): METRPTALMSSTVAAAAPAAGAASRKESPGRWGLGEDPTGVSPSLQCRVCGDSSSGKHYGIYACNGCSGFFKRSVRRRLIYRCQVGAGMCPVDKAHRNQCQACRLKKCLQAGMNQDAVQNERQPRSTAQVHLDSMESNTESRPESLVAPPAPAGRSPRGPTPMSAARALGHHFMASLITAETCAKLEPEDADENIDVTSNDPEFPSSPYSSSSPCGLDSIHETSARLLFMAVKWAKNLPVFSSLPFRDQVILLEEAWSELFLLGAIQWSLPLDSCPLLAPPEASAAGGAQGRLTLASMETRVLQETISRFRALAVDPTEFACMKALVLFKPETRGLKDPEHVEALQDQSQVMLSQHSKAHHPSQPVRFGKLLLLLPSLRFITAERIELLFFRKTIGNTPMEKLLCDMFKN
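Format: 1536-well format; test system: GST-NR2E3 and biotin-RetCOR proteins; read-out basis: percent inhibition of TR-FRET ratio; timing: 5 h incubation at 4 °C; detection: time-resolved FRET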
HIF-2a inh = HIF-2a reporter inhibitors, primary screen, luminescence, 786-0 RCC cells | inhibition, % at 18.8 µM | AID 624352, 2012 | hit rate 0.72% among 360,000 | 786-0 RCC cells HIF-2a reporter, luciferase luminescence, overnight;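 active means inhibition of the luminescence signal of 40% or more relative to plate controls, in a single-dose primary screen at 18.75 µM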
hiPSC survival = enhancers of single-cell hiPSC survival, primary screen, ATPlite luminescence. 100% = ROCK inhibitor wells, 0% = DMSO. survival enhancement, % at 20 µM. hit rate 0.044% among 360,000. AID 602274, 2012; in the data active means survival enhancement above about 18%;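 further: cells exposed to compounds for 16 hours before the ATP read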
NR2E3 ag-2 = NR2E3 agonists in two-hybrid cells, primary screen, cell-based, luminescence, CHO-S, Gal4-NCOR/VP16-NR2E3; Photoreceptor-specific nuclear receptor (Homo sapiens), Q9Y5X4; inhibition of corepressor binding, % at 3.98 µM; AID 602229, 2012; luciferase; hit rate 0.35% among 360,000;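 active means inhibition above the mean of all tested compounds plus 3 SD, cut at about 70% in these data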;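 further: 0% = DMSO with NR2E3 transfected cells and 100% = cells lacking NR2E3 construct; higher means lower luciferase signal from less NR2E3 corepressor binding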
TRAIL sens C8 = viability loss with TRAIL in NB7+C8 cells, primary screen, TRAIL sensitizer project, cell-based, ATPlite luminescence. inhibition (viability loss, TRAIL sensitization), % at 10 µM. AID 624354, 2012. hit rate 1% among 360,000;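 active means compounds causing at least 50% loss of cell viability in the single-dose screen, relative to plate controls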
The depositor's hits bear a star; · = not tested or not shown.

SMILES	CF NFkB block	EBV LMP1 NFkB	Shn3 3UTR inh	Peg3 promoter	MITF TRPM1 inh	KKLEB cytotox	NR2E3 ag-1	HIF-2a inh	hiPSC survival	NR2E3 ag-2	TRAIL sens C8
COc1ccc(C(C(=O)NCc2ccccc2)N(Cc2ccco2)C(=O)c2cnccn2)cc1 (stereo not given)	-6	-4	-4	28	-2	4	-2	15	-0.6	-20	-3
Cc1ccc2c(c1)[C@H]1[C@H](CO2)[C@H](c2ccccc2)[C@]2(C)C(=O)NCC(=O)N12	4	-1	-27	25	-3	5	3	15	9.2	-16	13
Cc1cc(C)n(-c2nc(C)nc(N)n2)n1	2	-5	10	-11	1	-2	-2	-11	-0.5	-30	-2
CCOc1ccc(NC(=O)C2CCC(CNc3c(N4CCCCC4)c(=O)c3=O)CC2)cc1 (stereo not given)	5	-5	23	3	0	4	3	8	1.2	-13	8
COc1cc(-c2noc(C)c2C#CCO)cc(OC)c1OC	-6	-1	-7	8	7	-6	-1	-8	-2.0	18	4
Cc1cc(C)cc(NC(=O)C2CCCN(S(=O)(=O)c3c(C)noc3C)C2)c1 (stereo not given)	0	-3	-4	8	13	2	-2	-3	0.8	7	3
Cc1cnc(C(=O)Nc2ccc(OC(F)(F)F)cc2)cn1	-4	-23	-36	-89	-42	-4	1	-198	0.0	-19	24
NS(=O)(=O)c1ccc(CNC(=O)c2ccc3c(=O)n4c(nc3c2)CCC4)cc1	-4	0	-2	6	6	-4	-4	10	0.6	-22	5
CCc1nc(SCc2ccc(F)cc2)n[nH]1	4	7	-10	-66	-29	7	-6	-84	0.2	-44	4
CO[C@H]1/C=C/O[C@@]2(C)Oc3c(C)c(O)c4c(O)c(c(C=NN5CCN(C)CC5)c(O)c4c3C2=O)NC(=O)/C(C)=C\C=C\[C@H](C)[C@H](O)[C@@H](C)[C@@H](O)[C@@H](C)[C@H](OC(C)=O)[C@@H]1C	55*	5	18	-11	0	-7	3	25	-1.2	-23	4
Cc1ccc(Cn2cnc3ccccc32)cc1	0	-6	18	-1	-9	-8	3	-24	-1.0	-6	-2
COc1cccc(NC(=O)CSCc2nc3sc(C)c(C)c3c(=O)[nH]2)c1	-4	-21	-4	-3	·	-9	·	10	1.6	-6	15
CC1CCCC(C)N1C(=O)CSc1nnc(COc2ccc(F)cc2)o1 (stereo not given)	13	-4	13	20	2	-7	-2	12	0.8	-21	3
CCC(C)C(=O)Nc1ccc(OC)cc1[N+](=O)[O-] (stereo not given)	8	11	-6	4	2	-1	0	9	-0.9	-8	1
CN1C(=O)C2C(c3ccc(N(C)C)cc3)=NN(Cc3ccccc3)C2C1=O (stereo not given)	-3	4	-9	5	-3	4	-1	-20	-0.4	-9	1
O=C(NC1CCCCCC1)c1cccc(S(=O)(=O)N2CCOCC2)c1	17	-5	-11	-33	-4	-17	·	-38	-2.1	-5	-1
O=C(NCCCN1CCCC1=O)c1nnc(Cc2c(F)cccc2Cl)o1	-10	2	1	2	-1	-10	-1	3	-2.7	-6	-11
O=C(N/N=C/c1ccc(N2CCOCC2)cc1)c1ccccn1	-10	-6	-32	-105	-69	-2	1	-154	0.0	-104	37
O=C(Cn1cnc2ccccc2c1=O)NNC(=O)c1ccccc1	-1	·	-14	18	·	10	-1	19	-0.2	-4	4
CC1CCc2c(sc(NC(=O)CSc3ncn[nH]3)c2C#N)C1 (stereo not given)	3	28	50	38	62*	-4	0	91*	-0.2	26	-2
C=C(Br)CN1[C@@H](Cc2ccccc2)[C@H](O)[C@@]23C=C[C@@H](C[C@@H]2S1(=O)=O)O3	10	-9	3	-4	2	-8	·	18	-1.0	-23	-10
CC(C)CSc1n[nH]c(=S)s1	6	1	4	8	3	3	0	2	-0.3	-31	-11
C=C(C)CNC(=S)N1CCNC(=O)C1CC(=O)OC (stereo not given)	9	-9	30	-19	7	5	-1	-14	0.0	-24	-4
COc1ccc(NC(=O)COC(=O)c2ccc(OCc3c(C)noc3C)cc2)cc1OC	-31	0	1	-29	-20	7	1	5	0.2	-10	-1
O=C(NC1CCCCC1)N(CCN1CCCC1)Cc1cc2cc3c(cc2[nH]c1=O)OCCO3	4	1	10	4	9	-10	1	13	1.4	-30	25

Compound profiles (already shown). Order of screens: CF NFkB block | EBV LMP1 NFkB | Shn3 3UTR inh | Peg3 promoter | MITF TRPM1 inh | KKLEB cytotox | NR2E3 ag-1 | HIF-2a inh | hiPSC survival | NR2E3 ag-2 | TRAIL sens C8
CCc1nc(SCc2ccc(F)cc2)n[nH]1 is entered as 4 | 7 | -10 | -66 | -29 | 7 | -6 | -84 | 0.2 | -44 | 4
Cc1ccc(Cn2cnc3ccccc32)cc1 is entered as 0 | -6 | 18 | -1 | -9 | -8 | 3 | -24 | -1.0 | -6 | -2
O=C(NC1CCCCCC1)c1cccc(S(=O)(=O)N2CCOCC2)c1 is entered as 17 | -5 | -11 | -33 | -4 | -17 | · | -38 | -2.1 | -5 | -1

(next part)
SMILES	CF NFkB block	EBV LMP1 NFkB	Shn3 3UTR inh	Peg3 promoter	MITF TRPM1 inh	KKLEB cytotox	NR2E3 ag-1	HIF-2a inh	hiPSC survival	NR2E3 ag-2	TRAIL sens C8
Cc1cccc(N2CCN(C(=O)NC(C)c3ccc(F)c(F)c3)CC2)c1C (stereo not given)	-4	-4	10	16	4	-1	-4	-6	-0.4	-20	8
COc1cc(/C=C/C(=O)Nc2cccnc2)cc(OC)c1OC	-4	-3	-1	-13	-10	3	0	-22	0.9	-2	-12
O=C(/C=C/Nc1cccc(C(F)(F)F)c1)C(F)(F)F	17	65*	-19	15	-3	8	2	5	0.3	-6	0
COc1ccccc1NCCC(=O)O	13	-2	2	2	5	1	-3	17	-0.1	-7	10
CCC(C)NS(=O)(=O)c1ccc(OCC(=O)NCC2CCCO2)cc1 (stereo not given)	1	2	-10	7	-4	-7	-2	6	-0.5	5	-6
CCOC(=O)c1cccc(NC(=O)c2ccc(-n3cnnn3)cc2)c1	6	8	9	0	-3	2	·	8	-2.9	-4	2
Cc1cc(NS(=O)(=O)c2c(C)[nH]c(=O)[nH]c2=O)ccc1Br	-14	-7	-7	-11	-2	12	·	9	0.1	0	1
COc1ccccc1CNC(=O)COC(=O)c1ccc(S(=O)(=O)N2CCCCC2)cc1	-3	-1	-13	3	3	-12	·	5	-2.9	-20	-11
COc1ccc(C(=O)N/C(=C\c2cn(S(=O)(=O)N(C)C)c3ccccc23)C(=O)N2CCCC2)cc1	19	10	-11	5	·	-4	·	-6	-0.6	-17	7
Clc1cccc(Cc2c(-c3ccco3)nc3ccc(Br)cn23)c1	43	·	-5	-8	·	-4	·	24	3.4	20	-27
CCc1nnc(NC(=O)CCC(=O)NC2CCCCCC2)s1	-14	5	-15	-3	9	9	-3	2	2.2	10	-6
CC(C)(C)OC(=O)C[C@@H]1C/C=C\C[C@@H](CC(=O)N[C@@H](CO)Cc2ccccc2)C(=O)N2CCC[C@@H]2COC1=O	-4	3	6	-2	-13	1	·	4	-3.1	7	0
COc1ccc(N2CCC(CNC(=O)Nc3ccc(Cl)cc3)C2)cc1 (stereo not given)	12	-5	18	-12	-5	12	-3	-51	-0.4	-30	-17
O=C(COC(=O)CNC(=O)c1ccccc1F)Nc1ccc2c(c1)OCCO2	0	10	1	-11	6	-2	-1	12	1.0	-6	-3
COC(=O)c1cccc(-n2c(C)cc(C=O)c2C)c1	0	-1	3	-8	-9	-6	5	8	0.2	-28	5
COc1cc(/C=N/NC(=O)c2ccc(O)cc2)ccc1OCC(=O)Nc1cccc([N+](=O)[O-])c1	-7	4	-11	-19	-65	-2	3	-23	0.6	-25	-3
CCC1(C(=O)OC)CCc2c(cc(OC)c3ccccc23)C1=O (stereo not given)	26	5	-1	4	7	-6	-1	55*	1.1	-20	7
C[C@@H](CN1C(=O)C(=O)NC[C@@H]1Cc1ccc(O)cc1)NC(=O)Cc1ccccc1	-13	-4	-5	-4	-1	16	-1	14	3.3	-18	-9
CCn1c(CSc2nc3ccccc3s2)nc2ccccc21	3	-1	1	-87	-17	-2	4	-117	2.5	-38	34
COCCN1C(=O)c2[nH]nc(-c3ccccc3O)c2C1c1ccc(OC)cc1 (stereo not given)	-17	3	2	23	4	11	-2	27	0.6	-5	-15
CC(O)CNC(=O)Cc1cc(=O)[nH]c(=O)[nH]1 (stereo not given)	-2	-3	4	3	-9	0	2	19	-0.2	0	29
O=C(Nc1cccc(NC(=O)c2cccs2)c1)c1ccc(F)cc1	2	-13	7	-17	-15	-6	4	-7	-0.8	-15	21
COc1cc(NC(=O)c2cc(S(=O)(=O)N3CCc4ccccc43)cn2C)cc(OC)c1OC	-21	0	-8	0	0	4	0	9	-0.4	1	5
CC1(C)SC2c3ccccc3C(=O)N2[C@@H]1C(=O)O (stereo not given in full)	-10	7	-3	10	·	2	5	13	3.0	-16	-5
C=C(C)C(=O)Nc1cccc(C2=NOC3(C2)C[C@@H](C(N)=O)N(C(=O)/C=C/C=C/C)C3)c1 (stereo not given in full)	-12	0	2	3	0	12	-31	9	-2.2	-32	-3

The listing continues.
SMILES	CF NFkB block	EBV LMP1 NFkB	Shn3 3UTR inh	Peg3 promoter	MITF TRPM1 inh	KKLEB cytotox	NR2E3 ag-1	HIF-2a inh	hiPSC survival	NR2E3 ag-2	TRAIL sens C8
N#Cc1ccc(N2CCN(C(=O)c3cccc(F)c3)CC2)c(F)c1	-38	8	15	1	·	5	5	-15	1.3	-17	10
COc1ccccc1CNC(=O)c1cccc(S(=O)(=O)N2CCN(C)CC2)c1	10	-3	6	20	2	4	-2	9	1.0	-22	-10
O=C(NC1CC1)c1ccc2c(c1)N(Cc1ccc(Cl)cc1)CCS2	40	7	20	7	-3	6	0	23	0.8	-38	14
O=C(NCCCn1ccnc1)c1ccc(OCC(F)(F)F)cc1	10	-2	4	11	1	7	-9	4	0.3	-8	2
CCn1c(C(=O)NCCCN2CCc3ccccc3C2)cc2sccc21	1	0	22	12	-2	8	-2	-6	4.2	16	2
CCc1nc2ccccc2n1CC(C)C(=O)O (stereo not given)	-9	-26	-41	-5	4	0	2	-2	-0.6	18	-43
COc1ccc(CNC(=O)c2ccc(-n3cncn3)c3ccoc23)cc1OC	-20	·	8	10	·	-2	·	15	4.0	-37	9
CN(C)/C=C/c1[nH]c(=O)[nH]c(=O)c1[N+](=O)[O-]	-1	-2	13	15	-2	5	0	4	0.5	-18	10
Cc1c(C(=O)NCC2CC2)sc(=O)n1Cc1cccc(F)c1	-31	·	-2	-2	·	0	·	-1	-2.4	-11	6
O=C(c1cc(-c2ccco2)on1)N1CCN(C(c2ccccc2)c2ccccc2)CC1	27	4	24	15	75*	-26	-4	7	-0.6	21	1
COC(=O)c1ccc(NC(=S)NC(=O)c2cccnc2)cc1	2	3	-12	35	4	2	2	6	-0.7	2	-29

Only part of the results is shown. The share of hits here may be higher or lower than overall.
